Compound activity: PubChem BioAssay, several laboratories
VIM-2 inh – VIM-2 metallo-beta-lactamase inhibitors, primary screen, biochemical, epi-absorbance readout, Pseudomonas aeruginosa enzyme; purified VIM-2, nitrocefin hydrolysis, epi-absorbance fluorescence; inhibition, % at 5.6 µM; hit rate 0.89% among 290,000;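 active = inhibition above the mean of all tested compounds plus 3 SD, cutoff set per screening run, cut at about 7.5% in these data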;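 note: red hydrolysis product quenches plate fluorescence so inhibitors raise well fluorescence; 0% = enzyme with DMSO and 100% = DMSO without enzyme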
PfM18AAP inh – PfM18AAP inhibitors, malaria aminopeptidase, primary screen, biochemical, QFRET, recombinant enzyme; inhibition, % at 7.35 µM; H-Glu-NHMec fluorogenic cleavage; hit rate 1.2% among 290,000; M18 aspartyl aminopeptidase (Plasmodium falciparum 3D7);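 active = inhibition above the campaign mean inhibition over all tested compounds plus 3 SD, cut at about 28% in these data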;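 note: 0% = plate median of test compound wells and 100% = 2 mM ZnCl2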
DNA FID counter – compounds displacing fluorescent DNA intercalator, primary screen, artefact control for HCV NS3 helicase inhibitor project, biochemical, FID fluorescence. DNA fluorescent intercalator displacement. hit rate 0.17% among 290,000. inhibition, % at 7.9 µM; in the data active = inhibition above about 37%;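 note: 0% = vehicle and 100% = reference compound; higher means more ethidium bromide displaced from hairpin DNA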
IMP-1 inhibitor – IMP-1 metallo-beta-lactamase inhibitors, primary screen, biochemical, epi-absorbance readout, Pseudomonas aeruginosa enzyme | hit rate 0.45% among 290,000 | metallo-beta-lactamase IMP-1 (Pseudomonas aeruginosa) | inhibition, % at 5.6 µM | AID 1556, 2009 | purified IMP-1, nitrocefin hydrolysis, epi-absorbance fluorescence;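 active = inhibition above the mean plus 3 SD of all compounds in the same screening run, cut at about 4.5% in these data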;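 note: 0% = IMP-1 with DMSO and 100% = DMSO wells lacking enzyme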
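System: Purified IMP-1 | Read-out basis: Percent enzyme inhibition | Controls: IMP-1 with DMSO as 0%, enzyme-free DMSO as 100% | Replicates: One well per compound | Doses: 5.6 µM nominal single concentration | Detection: Epi-absorbance fluorescence, 480 nm excitation, 530 nm emission | Incubation: 25 °C, 15 min preincubation, 25 min reaction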
IDE act – human IDE activators in live cells, primary screen, fluorescence polarization, HEK cells, FAbeta-B substrate; FAbeta-B cleavage; 0% vehicle, 100% cell-free pure enzyme wells; activation, % at 5.96 µM; AID 493087, 2011; hit rate 0.073% among 340,000;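 active = activation above the mean of all tested compounds plus 3 SD, set per screening campaign, cut at about 17% in these data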
HCV NS3 hel inh – inhibitors of HCV NS3 helicase, primary screen, biochemical, Cy5 molecular beacon fluorescence; NS3 helicase DNA unwinding; Hepatitis C virus NS3 helicase; inhibition, % at 10.9 µM; hit rate 0.56% among 290,000;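 active = inhibition above the mean of all tested compounds plus 3 SD, set per campaign, cut at about 35% in these data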;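 note: 0% = DMSO wells and 100% = thioflavine S control wells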
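System: NS3 helicase fragment of HCV / Schedule: 1 h at 25 °C / Control set: DMSO alone as 0% and 110 µM thioflavine S as 100% / Reagent: Cy5/quencher beacon DNA duplex and ATP to start / Technique: Cy5 fluorescence / Replication: singlicate / Evaluation: % inhibition of end-to-start signal ratio versus controls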
UBC9 SUMO inh – inhibitors of in vitro SUMOylation cascade, primary screen, biochemical, HTRF, uHTS; SUMO-conjugating enzyme UBC9 (Homo sapiens), P63279; HTRF SUMOylation assay, SAE1/SAE2 + UBC9; inhibition, % at 35 µM; hit rate 0.36% among 290,000; in the data active = inhibition above about 50%, passing the limit was not always enough; note: strong numbers were not always called active
IDE inh – human IDE inhibitors in live cells, primary screen, fluorescence polarization, HEK cells, FAbetaB substrate; FAbetaB cleavage; inhibition, % at 5.59 µM; hit rate 0.41% among 320,000;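 active = percent inhibition above the average of all tested compounds plus 3 SD, set per screening campaign, cut at about 16% in these data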;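 note: IDE supplied by intact live HEK cells; FP after avidin binding of uncleaved biotin substrate so inhibition keeps polarization high; 0% = DMSO wells and 100% = 60 µM reference IDE inhibitor Ii1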
p-CIP stab down – p/CIP-EGFP fusion destabilizers, primary screen, fluorescence, F442A cells | 16 h | decrease of EGFP signal, % at 10 µM | hit rate 0.01% among 290,000 | AID 1984, 2009;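 active = EGFP signal decrease of at least 30% at 10 µM or well 3 SD below plate mean, unless failing retest; inactive = the rest, including hits failing retest or dose response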; note: some compounds called inactive have numbers as strong as hits; many of its hits are not listed in these tables
Target sequence (Q05BA5 1-1403): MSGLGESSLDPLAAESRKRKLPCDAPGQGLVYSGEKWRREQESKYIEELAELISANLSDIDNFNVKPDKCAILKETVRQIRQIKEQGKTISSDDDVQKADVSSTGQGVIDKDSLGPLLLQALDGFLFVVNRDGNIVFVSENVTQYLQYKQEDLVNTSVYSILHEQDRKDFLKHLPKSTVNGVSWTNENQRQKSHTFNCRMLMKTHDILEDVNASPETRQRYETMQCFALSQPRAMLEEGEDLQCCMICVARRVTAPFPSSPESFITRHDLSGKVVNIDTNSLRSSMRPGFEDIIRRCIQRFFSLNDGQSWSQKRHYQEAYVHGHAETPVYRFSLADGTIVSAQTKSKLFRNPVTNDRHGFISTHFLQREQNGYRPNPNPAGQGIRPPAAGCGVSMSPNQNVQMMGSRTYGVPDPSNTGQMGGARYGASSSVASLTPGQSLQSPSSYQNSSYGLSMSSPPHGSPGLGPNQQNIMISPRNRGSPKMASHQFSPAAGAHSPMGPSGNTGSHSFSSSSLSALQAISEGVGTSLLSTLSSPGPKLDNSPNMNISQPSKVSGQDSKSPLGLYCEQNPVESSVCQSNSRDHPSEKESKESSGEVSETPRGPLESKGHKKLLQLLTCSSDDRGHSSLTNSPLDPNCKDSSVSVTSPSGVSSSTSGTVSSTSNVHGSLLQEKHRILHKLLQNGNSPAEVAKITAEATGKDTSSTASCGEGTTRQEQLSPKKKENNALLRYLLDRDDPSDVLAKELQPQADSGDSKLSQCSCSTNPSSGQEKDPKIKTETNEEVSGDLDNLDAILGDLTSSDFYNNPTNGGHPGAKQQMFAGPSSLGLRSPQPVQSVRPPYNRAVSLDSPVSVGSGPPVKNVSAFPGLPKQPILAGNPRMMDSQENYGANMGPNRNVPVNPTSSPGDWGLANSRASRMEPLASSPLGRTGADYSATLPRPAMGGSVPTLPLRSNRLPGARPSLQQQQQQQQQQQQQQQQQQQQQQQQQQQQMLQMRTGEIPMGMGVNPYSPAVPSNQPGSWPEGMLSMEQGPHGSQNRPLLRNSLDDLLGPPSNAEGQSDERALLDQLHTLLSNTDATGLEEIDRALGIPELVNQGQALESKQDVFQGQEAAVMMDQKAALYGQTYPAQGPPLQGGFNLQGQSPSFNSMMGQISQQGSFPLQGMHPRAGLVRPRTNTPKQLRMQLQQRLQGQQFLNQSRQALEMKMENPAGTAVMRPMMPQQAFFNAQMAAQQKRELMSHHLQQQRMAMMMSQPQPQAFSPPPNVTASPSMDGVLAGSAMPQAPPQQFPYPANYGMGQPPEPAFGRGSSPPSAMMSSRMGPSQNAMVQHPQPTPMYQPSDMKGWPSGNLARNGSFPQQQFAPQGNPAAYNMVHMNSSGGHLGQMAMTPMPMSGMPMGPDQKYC
The depositor's hits bear a star; . = not tested or not shown.

molecule	UBC9 SUMO inh	DNA FID counter	PfM18AAP inh	HCV NS3 hel inh	IDE act	VIM-2 inh	p-CIP stab down	IMP-1 inhibitor	IDE inh
COC(=O)CCc1c(C)[nH]c(C(=O)OCc2ccccc2)c1C	3	-16	4	-6	-5	-0.3	-9	-2.4	4
COc1ccccc1CNCC(=O)Nc1cc(S(=O)(=O)N2CCCCCC2)ccc1Cl	-14	7	-8	-19	-2	-3.7	2	-3.4	0
c1ccc(-c2nc(-c3ccco3)n3ccccc23)cc1	42	-10	-14	20	-1	0.2	-11	-1.9	4
Cc1ccc(C)c(N2CCN(c3ccc(N4C(=O)COCC4=O)cc3[N+](=O)[O-])CC2)c1	-30	-26	2	5	5	-1.0	-8	-1.3	-2
Cc1cccc(/C=N/NC(=O)c2cc(C3CC3)nc3ccccc23)n1	5	-17	3	4	4	-4.2	-2	-3.2	-6
CNC(=O)Cn1ncc2c3ccccc3n(C)c2c1=O	26	3	-4	11	6	-0.5	-2	-0.7	-3
O=C(NC1CCCCC1)C(c1ccc2ncccc2c1)N(Cc1ccc2c(c1)OCO2)C(=O)c1ccc2c(c1)OCCO2 (stereo not given)	-9	-14	10	-9	-4	-3.7	0	-4.0	-5
CCN(CC)c1ccc(/C=N/NC(=O)c2cnccn2)cc1	-3	-9	8	-8	1	-2.7	3	-1.0	.
COC(=O)c1cc(OC)c(OC)cc1NC(=O)c1cccnc1	22	-3	-3	-3	.	0.0	-1	-1.5	.
CSc1ccccc1C(=O)NCC1CCCO1 (stereo not given)	12	-3	7	4	1	0.5	-8	1.4	5

Entries of single compounds, quoted from the list:
c1ccc(-c2nc(-c3ccco3)n3ccccc23)cc1 is listed as UBC9 SUMO inh = 42; DNA FID counter = -10; PfM18AAP inh = -14; HCV NS3 hel inh = 20; IDE act = -1; VIM-2 inh = 0.2; p-CIP stab down = -11; IMP-1 inhibitor = -1.9; IDE inh = 4
COc1ccccc1CNCC(=O)Nc1cc(S(=O)(=O)N2CCCCCC2)ccc1Cl is listed as UBC9 SUMO inh = -14; DNA FID counter = 7; PfM18AAP inh = -8; HCV NS3 hel inh = -19; IDE act = -2; VIM-2 inh = -3.7; p-CIP stab down = 2; IMP-1 inhibitor = -3.4; IDE inh = 0

Following part:
molecule	UBC9 SUMO inh	DNA FID counter	PfM18AAP inh	HCV NS3 hel inh	IDE act	VIM-2 inh	p-CIP stab down	IMP-1 inhibitor	IDE inh
CC1CCc2ccccc2N1C(=O)c1cccs1 (stereo not given)	19	-7	0	-1	5	-4.2	-2	-6.5	-4
Cn1c(=O)n(C)c2cc([N+](=O)[O-])c(N3CCN(C(=O)c4cccc(Cl)c4)CC3)cc21	14	-28	6	-6	6	-2.7	-15	-5.5	0
O=S(=O)(NCC1CCCN(Cc2ccccc2O)C1)c1cccc2cccnc12 (stereo not given)	14	8	-7	3	2	-2.5	1	-4.1	-2
CC(=O)Nc1ccc(NC(=O)c2ccc(COc3ccccc3)cc2)cc1	24	-6	-2	-19	2	0.8	-93	-0.1	4
O=S(=O)(/N=C(\Sc1ccc(Cl)cc1)c1ccccc1)c1ccccc1	-1	2	-5	-2	3	1.8	-7	-2.8	8
COc1ccccc1NC(=O)c1coc(=O)c(Br)c1	25	3	-6	13	.	-1.8	-9	-2.9	0
CCOC(=O)c1cnc(SC)nc1Sc1cc(Cl)ccc1Cl	9	-2	-3	-4	9	-1.9	-26	-1.5	5
O=C(Nc1ccn(Cc2ccc(F)cc2)n1)c1ccncc1	2	-6	-4	19	-8	-1.9	-12	-1.1	4
COc1cccc(Nc2c(F)c(F)c(F)c(F)c2C(=O)O)c1	-1	-8	5	1	1	-1.2	-8	1.6	8
CCOc1ccc(/C(C)=N\NC(=O)Cc2ccccc2)cc1	20	-9	0	-1	5	-2.0	-1	-2.0	1
CCn1nc(C)c(NS(=O)(=O)c2ccc(C)cc2)c1C	10	0	0	3	-3	-3.5	-12	-2.4	-5
CC(=O)Nc1ccc(C(=O)Nc2ccncc2)cc1	10	-8	-1	-1	0	-2.2	-6	-2.4	-2
Cc1ccc(N2C(=O)C(O)(C(F)(F)F)C3=C2CC(C)(C)CC3=O)cc1 (stereo not given)	0	-17	-4	-10	-2	-1.9	2	-3.8	-4
Cn1nc(-c2ccccc2)cc1NC(=O)c1ccccc1	-26	-4	4	14	-5	0.5	3	-0.5	4
CCC(Sc1nc2cc3c(cc2c(=O)n1Cc1ccco1)OCO3)C(=O)Nc1cccc(OC)c1 (stereo not given)	18	-3	-8	6	-4	-3.6	-14	-5.3	5
O=C(Nc1ccc(F)c(Cl)c1)N1CCCCCC1	-4	-12	6	6	-1	-1.4	-9	-3.9	1
Cn1c(SCc2ccccc2)nnc1C1CCCNC1 (stereo not given)	6	6	11	-2	0	-3.1	-11	4.1	6
COc1ccc(C2SCC(=O)N2c2nnc(C34CC5CC(CC(C5)C3)C4)s2)cc1 (stereo not given)	-6	-9	4	8	3	-4.3	-12	-4.8	-3
COc1ccc(C2SCCN2S(=O)(=O)c2ccc(NC(C)=O)cc2)cc1OC (stereo not given)	2	-21	0	-2	-2	2.0	5	-4.0	-6
CC(=O)c1cccc(Nc2nc(-c3sc(N)nc3C)cs2)c1	4	-5	18	28	0	-1.4	-4	-1.9	1
CSc1oc(-c2ccccc2)nc1S(=O)(=O)c1ccc(C)cc1	-14	-7	11	1	3	-2.2	-5	-2.7	0
O=C(/C=C/c1ccc([N+](=O)[O-])cc1)NC1CC2CCC1C2 (stereo not given)	4	-2	-4	5	4	0.0	-5	-1.5	2
O=C(NCCc1ccccc1)NC(Cc1ccccc1)C(=O)O (stereo not given)	4	-3	-4	-8	4	-0.6	-9	-3.5	.
COc1ccc(N(C(=O)c2ccco2)C(C(=O)NC2CCCC2)c2cccs2)c(OC)c1 (stereo not given)	-15	-39	9	5	1	-1.5	5	-5.6	-2
O=C(Nc1c(S(=O)(=O)c2ccc(Cl)cc2)csc1Br)c1ccccc1Cl	10	-7	-1	1	3	-0.9	-16	0.1	-4
COc1ccc(/C=C2\SC(=S)N(CCCC(=O)Nc3ccc(O)cc3)C2=O)cc1	2	-13	-2	5	-10	-1.5	-15	-2.9	8
Fc1ccc(NC(=S)Nc2cccnc2)cc1Cl	11	0	-17	-22	3	-2.6	4	-0.7	0
CCOC(=O)N1CCC(NC(=O)Cn2nc(Cc3ccncc3)c3ccccc3c2=O)CC1	-3	-20	0	0	4	-0.9	-12	-2.4	4
O=C(CC1C(=O)NCCN1Cc1cccc(F)c1F)NCCCC1CCCC1 (stereo not given)	1	-47	2	12	1	-2.3	-3	-6.2	7
CCCN(CCC)C(=O)c1cn(C)c2ccc(S(=O)(=O)N3CCCC3)cc2c1=O	-5	-25	4	22	5	-2.0	2	-0.8	3
O=c1sc(N2CCN(c3ccccc3F)CC2)nc2ccsc12	7	-4	-11	7	2	-2.7	-2	-6.5	1
Cc1ccc(S(=O)(=O)N2CCOCC2)cc1C(=O)NCCCn1ccnc1	-7	0	-8	-9	0	-4.0	3	-4.0	-2
CCn1c(=N)n(CC(=O)c2ccc(Br)s2)c2ccccc21	8	9	-7	-18	-2	-1.2	8	-0.6	10
COc1ccc(NC(=O)CCn2c(=S)[nH]c3ccccc3c2=O)cc1	1	-11	12	10	0	-2.2	-2	-2.5	-3
Cc1ccc(S(=O)(=O)N(C)/N=C/c2ccc(C(=O)O)cc2)cc1	-8	-11	2	0	-4	-1.5	6	-3.7	2
Cc1cc[n+](CC(=O)c2ccccc2)c2ccccc12	21	10	9	-50	4	-1.2	-2	-1.3	-10
Cc1cc(/C=C2\NC(=O)NC2=O)c(C)n1-c1cccnc1	15	-4	-1	-1	.	-1.6	1	-1.1	-10
C=CCOc1ccccc1CNc1cccc(F)c1	-14	4	2	-5	0	-5.7	-3	-3.7	-3
O=C(Cc1ccc(Cl)cc1)N/N=C/c1ccncc1	6	-4	8	-10	5	0.0	-14	-3.7	4
O=C(Cc1c(F)cccc1Cl)NNC(=S)Nc1ccc(S(=O)(=O)Nc2ncccn2)cc1	-1	-10	15	-1	-3	-5.4	4	-2.4	-8
COc1cc(/C=N/O)cc(Br)c1OC	19	1	2	4	5	-1.2	-2	-3.6	-2
Cc1cccc(Cn2cc3c(=O)n(Cc4cccc(F)c4)nc-3c3ccccc32)c1	1	-21	4	12	-4	-2.1	-23	-1.2	-5
COc1ccc(/C=N/n2c(C)cc(C)cc2=O)cc1	7	-5	2	14	3	-2.9	-6	-1.7	-10
Cc1occc1C(=O)N1CCN(c2ccc(Cl)cc2)CC1	9	-23	0	8	0	1.8	-11	-1.4	8
CCOC(=O)c1n[nH]c2ccccc12	3	-4	-1	-2	-1	0.8	0	-2.0	-2
CCOC(=O)c1c(C)c(C(=O)N2CCCCCC2)c(C)n1C	10	-25	-9	-5	-7	-1.4	-9	-2.0	0
O=C(CSCc1ccccc1)NNC(=S)Nc1cccc(Cl)c1Cl	-136	-16	6	10	-2	2.6	-13	-2.0	-1
C/C=C(\C)C(=O)Nc1cccc(C2=NOC3(C2)C[C@H](C(N)=O)N(C(=O)CC#N)C3)c1 (stereo not given in full)	9	.	.	.	6	.	6	.	-2
COc1ccc(S(=O)(=O)N2CCOC2CNC(=O)C(=O)NCCCN2CCOCC2)cc1C (stereo not given)	10	3	-6	-1	0	-1.0	4	-1.0	-9
O=C(CCN1CCN(c2ccc([N+](=O)[O-])cc2)CC1)c1ccc(Cl)cc1	-10	9	-11	6	-2	-1.1	12	1.1	2

Further compounds follow:
molecule	UBC9 SUMO inh	DNA FID counter	PfM18AAP inh	HCV NS3 hel inh	IDE act	VIM-2 inh	p-CIP stab down	IMP-1 inhibitor	IDE inh
Cc1nn(-c2ccccc2)c(C)c1C(=O)OCC(=O)NCc1ccco1	15	-15	-2	-2	-3	-1.4	-9	-0.4	5
CCc1nnc(NC(=O)c2cccc(S(=O)(=O)N3CCc4ccccc43)c2)s1	6	2	-10	-4	-3	-3.5	-5	-3.9	-3
COc1ccc(-c2ccnc3nc(N4CCOCC4)nn23)cc1	36	-16	2	-5	7	3.5	0	-1.6	-2
Cc1cc(C)c2c(=O)[nH]n(C3CCOC(C)(C)C3)c2n1 (stereo not given)	2	-3	-11	2	8	-3.2	4	3.2	-3
Cc1cc(=O)n2[nH]c(NCc3c(F)cccc3Cl)nc2n1	23	1	-1	7	2	-0.8	-11	-4.3	3
CN(C)C=Nc1nc2ccccc2nc1N1CCCC1	18	-3	3	3	-2	-2.9	-15	-2.3	9
CC(C)C(NC(=O)OC(C)(C)C)C(=O)N1CCCC1C(=O)NC(Cc1ccccc1)C(N)=O (stereo not given)	12	-14	0	7	5	-4.2	-8	-1.9	-6
O=C(CNC(=O)c1cccc(F)c1)OCC(=O)N1CCCCC1	2	-1	1	4	2	-2.0	7	-1.0	5

Not a hit list; overall some 3.6% were active at least once.
